KAT2A inh = GCN5L2 (KAT2A) acetyltransferase inhibition; Q92830; GCN5L2 HAT assay, ThioGlo1 CoA-SH fluorescence; Potency, µM (highest dose often 58.9 µM), for inactives: at the highest dose activity change, negative = inhibition, most hits filed as inhibitors; actives 0.21% (n = 390,000); AID 504327
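ThioGlo1-coupled HAT assay: 20nM GCN5L2, 70uM acetyl-CoA, 75uM H3(1-25) peptide, pH 7.5. Fluorescence read at 340/540nm at start and after 20 min at room temperature.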
N370S GC = N370S glucocerebrosidase modulation, Gaucher chaperone candidate | P04062 | N370S GC spleen homogenate, 4MU-glucoside fluorescence | Potency, µM (doses to about 59.4 µM), inactives show at the top dose activity change, negative = inhibition, actives largely listed as inhibitors | actives 0.092% (n = 330,000);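 note: 0% = full enzyme activity and -100% = no enzyme basal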
FEN1 inhibitor = blocks human flap endonuclease 1; Recombinant FEN1 flap cleavage, fluorescence, 15 min; actives 0.35% (n = 390,000); Potency, µM (doses to about 114 µM), without a hit: at the highest dose activity change, negative = inhibition, usual class: inhibitors; P39748; note: nearly all actives have a fitted effect of over 65% in size
Target sequence (P39748 whole entry, looked up): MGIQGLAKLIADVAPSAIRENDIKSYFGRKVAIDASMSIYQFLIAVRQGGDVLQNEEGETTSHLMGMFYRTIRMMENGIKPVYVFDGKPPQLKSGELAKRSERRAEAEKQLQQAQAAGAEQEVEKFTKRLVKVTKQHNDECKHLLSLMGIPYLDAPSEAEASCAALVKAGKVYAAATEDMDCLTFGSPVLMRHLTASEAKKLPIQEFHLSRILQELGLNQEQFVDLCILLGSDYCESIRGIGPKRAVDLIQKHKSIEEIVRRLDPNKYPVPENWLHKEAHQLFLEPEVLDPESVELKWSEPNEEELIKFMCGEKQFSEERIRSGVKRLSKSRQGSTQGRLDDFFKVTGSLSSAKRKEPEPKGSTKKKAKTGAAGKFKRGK
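Quantitative HTS format: each compound was titrated, incubated with 10 nM nuclease for 15 min at room temperature, then challenged with flap substrate at 50 nM final. Signal change over 15 min gave concentration–effect curves.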
Active calls of the source: *; ? = inconclusive; / = not tested or not shown; & = joins results of further samples; [ ] = another dose, or the depositor's remark. Calls come from the whole dose curve; as a rule, active = well fitted curve in the direction sought with a large enough effect; inconclusive = small, poorly fitted or top-dose-only effect, or another doubt; inactive = no such curve, though single readings can be large; an effect the other way counts as inactive or inconclusive. Unless noted, % is set by controls: 0 for no effect and ±100 for the full control effect; potency is the fitted concentration of half-maximal effect.

SMILES	KAT2A inh	N370S GC	FEN1 inhibitor
CCN(C(=O)Cn1c(=O)n(Cc2ccccc2)c(=O)c2ccccc21)c1cccc(C)c1	-3%	?	-19%
Cc1cc(=O)[nH]c(SCC(=O)Nc2ccc(N3CCCCC3)cc2)n1	2%	/	0%
COc1ccc(-c2nnc(SCC(=O)Nc3ccccc3OC)o2)cc1	-3%	12%	2%
Cn1cc(S(=O)(=O)c2ccccc2)n(C)c1=O	3%	0%	7%
CC1=C(C(N)=O)C(c2sccc2C)n2nnnc2N1 (stereo not drawn)	-6%	-3%	0%
CC1(C)CCCN(C(=O)N2c3ccccc3Sc3ccccc32)C1	-5%	7%[12.8 µM]	-18%
CC(C)CNC(=O)C1CCN(c2ccc(S(=O)(=O)N3CCOCC3)cc2)CC1	-4%	-2%	-1%
COc1cc2c(cc1OC)C(COc1ccccc1OC)N(C(=O)C(C)C)CC2 (stereo not drawn)	-5%	8%	-4%
CC1(C)Cc2c(sc3nc(=S)[nH]c(N)c23)CO1	-23%	-6%	/
CCCCCCCC(=O)NNC(=O)c1ccc(F)cc1	-1%	9%	1%
CC(C)(C)OC(=O)C[C@@H]1C/C=C\C[C@@H](CC(=O)N(CCO)Cc2ccccc2)C(=O)N[C@H](C(C)(C)C)COC1=O	0%	/	20%
N#CCc1ccccc1C(=O)OCC(=O)N(Cc1ccccc1)Cc1ccccc1	-16%	/	10%
COc1ccc(CN2C(=O)C(C)Nc3ncnc(N4CCN(c5ccccn5)CC4)c32)cc1 (stereo not drawn)	-1%	/	-12%
Cc1ccccc1CC1(CO)CCCN(Cc2ccn[nH]2)C1 (stereo not drawn)	-1%	-8%	9%
COc1ccc2c(C)c(CC(=O)N3CCN(C(=O)C4COc5ccccc5O4)CC3)c(=O)oc2c1C (stereo not drawn)	-8%	6%	-4%
O=c1[nH]cnc2sc3c(c12)CCN(Cc1ccccc1)C3	-3%	11%	-3%
Cc1cccc(Cc2cnc(N3C(=N)SC(c4ccccc4)C3=O)s2)c1 (stereo not drawn)	-2%	0%	5%
O=C(OC(C(=O)O)C(OC(=O)c1ccccc1)C(=O)NCc1ccccc1)c1ccccc1 (stereo not drawn)	-18%	8%	-10%
O=C(OCC(=O)N1CCOCC1)c1ccc(Cl)nc1	36%[activator]	0%	-13%
Cc1cc(NC(=O)CSc2nnnn2C)n(-c2ccccc2)n1	?	-1%	-9%
CN(C)c1ncnc2ccc(-c3ccc4c(c3)OCO4)cc12	-9%	?	/
COc1ccc([N+](=O)[O-])cc1NCc1cccnc1	-3%	9%	-9%
CC(=O)N1CCN(c2ccc(NC(=O)c3ccc4c(c3)OCO4)cc2)CC1	2%	24%	10%
CC(C)[C@H](NS(=O)(=O)c1ccc(Cl)cc1)C(=O)OCC(=O)NCCN1C(=O)CSC1=O	0%	-5%	0%
COc1ccccc1/C=C/C(=O)NC(=S)NC(C)C	-9%	13%	-22%
Continued.
SMILES	KAT2A inh	N370S GC	FEN1 inhibitor
CSc1nc2sc3c(c2c2nnnn12)CCC3	-1%	-1%	/
CCOC(=O)C1=C(C)N(C)C(=O)NC1c1cc2c(cc1Br)OCO2 (stereo not drawn)	-1%	0%	0%
COc1cc(C2C(C#N)=C(N)Oc3cc(O)ccc32)cc(OC)c1OC (stereo not drawn)	-12%	-6%	-3%
Fc1cc(F)cc(NC(=S)N2CCN(c3ncccn3)CC2)c1	-2%	-3%	-2%
O=C1C[C@@H](c2ccc(O)c(O)c2)Oc2c1ccc(O[C@@H]1O[C@H](CO)[C@@H](O)[C@H](O)[C@H]1O)c2O	-17%	-10%	/
O=C(CCNC(=O)c1ccccc1Cl)Nc1nc2ccccc2s1	-3%	-11%	-13%
CCc1c(C)sc(NC(=O)c2ccco2)c1C#N	-26%	-15%	2%
COc1c(Cl)cc(Cl)cc1C(=O)n1nc(C)cc1C	2%	8%	-2%
CCOc1cc(CNn2nnnc2N)ccc1OCC(=O)NC(C)(C)C	-2%	11%	2%
O=C(CSc1n[nH]c(=O)[nH]c1=O)Nc1ccc(SC(F)F)cc1	1%	/	-2%
O=C(NCc1ccccc1Cl)c1ccccc1CCc1ccccc1	0%	29%	2%
COc1cc(-c2nnc(SCC(=O)NC3CCS(=O)(=O)C3)o2)cc(OC)c1OC (stereo not drawn)	2%	4%	9%
O=Cc1ccccc1OCCOc1ccc([N+](=O)[O-])cc1	-6%	-6%	15%
Cc1nc(C(F)(F)F)ccc1C(=O)Nc1ccccc1F	-6%	4%	3%
CCCn1c(CCNc2nc(-c3ccc(OC)cc3)cs2)nc2ccccc21	1%	-13%	-2%
CC1=NN(C(N)=S)C(=O)C1N=Nc1c(C)cc(C)cc1C (stereo not drawn)	-6%	-3%	11%
CC1(C)CC(NC(=O)c2ccc(-c3ccc([N+](=O)[O-])cc3)o2)CC(C)(C)N1	-5%	-4%	-9%
CCc1nnc(NC(=O)CSc2nccn2-c2cccc(C)c2)s1	-10%	-6%	8%
COC(=O)c1c(O)cc(C(C)(C)C)n(-c2ccc(F)cc2)c1=O	-4%	-12%	4%
CCc1ccccc1Nc1cc(C(=O)NC(C)c2ccccc2)c2ccccc2n1 (stereo not drawn)	-9%	/	-20%
CC(=O)Nc1ccc(S(=O)(=O)N2CCN(S(=O)(=O)N3CCC(C)CC3)CC2)cc1	-2%	0%	2%
COc1ccccc1N1CCN(C(=O)c2ccc(NS(=O)(=O)c3ccc(C)cc3)cc2)CC1	-2%	-12%	-8%
O=C(CSc1nc2ccccc2[nH]1)Nc1cc(C(F)(F)F)ccc1N1CCOCC1	-6%	20%	-21%
Cc1cc(C(=O)OCC(=O)N2c3ccccc3NC(=O)C2(C)C)c(C)n1-c1ccccc1	7%	11%	-18%
CCC(=O)Nc1ccc(-c2nnc(SCc3ccc(C(=O)Nc4nccs4)cc3)n2CC)cc1	-7%	/	-7%
(cont.)
SMILES	KAT2A inh	N370S GC	FEN1 inhibitor
O=C(Nc1ccc(-c2nc3ccccc3o2)cc1)c1ccc2c(c1)OCO2	/	0%	-2%
CCC(CC)C(=O)Nc1cc(-c2ccccc2F)nn1-c1ccccc1	-4%	/	-1%
O=CN1CC(=O)N(c2ccccc2)c2c([nH]c3ccccc23)C1	-3%	2%	11%
Cc1ccc(Oc2c(C(F)(F)F)oc3c(CN4CCCCC4C)c(O)ccc3c2=O)cc1 (stereo not drawn)	-15%	/	10%
CN(C)/C=C/C(=O)c1ccc2noc(-c3ccccc3)c2c1	-10%	-13%	-10%
C[C@H](NC[C@H](O)CP(=O)(O)CC1CCCCC1)c1ccc(Cl)c(Cl)c1	0%&-25%	-22%&-12%	/
O=C1OCCC/C1=C\c1ccc2c(c1)OCO2	-8%	-6%	-2%
COc1ccc(CC(=O)NCc2ccc3c(c2)cc(C)n3C)cc1	0%	-10%	13%
COc1ccc(Cl)cc1S(=O)(=O)NCc1nc2nc(C)cc(C)n2n1	4%	-12%	-4%
O=C(CSc1nnc(NC(=O)C2CC2)s1)Nc1ccccc1C(F)(F)F	-3%	7%	-1%
CCOc1ccc(-c2noc(CCC(=O)NC)n2)cc1OCC	-3%	-3%	-1%
COc1ccc(CCC(=O)NCCS(=O)(=O)N2CCN(c3ccc(OC)cc3)CC2)cc1	-13%	1%	-19%
Cc1cnc(NC(=O)c2cc3ccccc3o2)s1	16%	2%	-1%
CC(=O)C1=C(O)C(=O)OC1c1ccc(C)cc1 (stereo not drawn)	-5%	-5%	-10%
Oc1ccc2ccccc2c1C=NC12CN3CCN(CN(C3)C1)C2	-4%	-5%	-19%
Cc1cccc(C)c1NC(=O)CNC(=O)c1ccc(NS(=O)(=O)c2ccc3[nH]c(=O)[nH]c3c2)cc1	-7%	-18%	2%
Cc1ccc(C(=O)N2CC(C(=O)O)C2)cc1	26%	2%	7%
CCOC(=O)C1=C(C)N(C2CCCCC2)C(=O)C1	-1%	6%	-4%
COc1ccc(CNC(=O)Cc2c(C)c3cc4c(C)coc4c(C)c3oc2=O)cc1	-3%	/	12%
Fc1ccccc1-c1nc(N2CCN(c3cccc(Cl)c3)CC2)c2ccccc2n1	-7%	/	3%
COc1ccccc1CNC(=O)CCc1ccccc1	-4%	-5%	-4%
COC(=O)c1sccc1NC(=O)COc1ccc(C)cc1	-1%	21%	-13%
COc1cccc(NC(=O)[C@H](Cc2c[nH]c3ccccc23)NC(=O)[C@@H]2Cc3ccccc3CN2)c1	-2%	-15%	7%
O=C(COC(=O)c1cc(S(=O)(=O)Nc2ccccc2Cl)ccc1O)Nc1ccc(F)c(F)c1F	-2%	/	0%
O=C(Nc1cccc2ccccc12)c1ccccc1Cl	-13%	1%	-1%

Six entries from above in a different format.
smiles | KAT2A inh | N370S GC | FEN1 inhibitor
CCC(CC)C(=O)Nc1cc(-c2ccccc2F)nn1-c1ccccc1 | -4% | / | -1%
O=CN1CC(=O)N(c2ccccc2)c2c([nH]c3ccccc23)C1 | -3% | 2% | 11%
Cc1ccc(Oc2c(C(F)(F)F)oc3c(CN4CCCCC4C)c(O)ccc3c2=O)cc1 (stereo not drawn) | -15% | / | 10%
CN(C)/C=C/C(=O)c1ccc2noc(-c3ccccc3)c2c1 | -10% | -13% | -10%
C[C@H](NC[C@H](O)CP(=O)(O)CC1CCCCC1)c1ccc(Cl)c(Cl)c1 | 0%&-25% | -22%&-12% | /
O=C1OCCC/C1=C\c1ccc2c(c1)OCO2 | -8% | -6% | -2%

(listing goes on)
SMILES	KAT2A inh	N370S GC	FEN1 inhibitor
Clc1cccc(OCCCCN2CCCCC2)c1	-8%	0%	16%
C[C@H]1O[C@@H](n2cc(F)c(=O)[nH]c2=O)[C@H](O)[C@H]1O	-4%	/	7%[57.1 µM]
CC(C)CC1Nc2ccc(C(=O)NCCCN3CCOCC3)cc2NC1=O (stereo not drawn)	0%	4%	-7%
O=C(CSC1=NCCS1)NCc1ccco1	2%	5%	1%
COCCn1c(N2CCN(c3ccccc3)CC2)nc2c1c(=O)n(C)c(=O)n2C	-1%	2%	3%
CC1(C)O[C@H]2[C@@H](O1)[C@@H](C(=O)Nc1ccccc1C(F)(F)F)O[C@@H]1OC(C)(C)O[C@@H]12	-9%	/	11%
Cc1cnc(C(=O)NCCc2ccc(Cl)cc2)cn1	-2%	-7%	-12%
COc1ccc(Nc2cc(C(=O)N3CCc4ccccc4C3)c3ccccc3n2)c(OC)c1	-13%	2%	-4%
COc1ccc(NC(=O)CCCNC(=O)Cn2cnc3sc(C)c(C)c3c2=O)c(OC)c1	1%	-10%	-6%
CN(C)S(=O)(=O)c1cc(NC(=O)CN2CCNC(=O)C2)ccc1Cl	-8%	-8%	5%
CC(=O)Nc1ccc(S(=O)(=O)N2CCN(C(=O)c3ccco3)CC2)cc1	-8%	6%	-3%
O=C(COC(=O)c1cc(S(=O)(=O)N2CCOCC2)ccc1Cl)NCc1ccco1	-7%	4%	-2%
CCCCN(CCCC)C(=O)c1c[nH]c2ccc(S(=O)(=O)Nc3cccc(Cl)c3C)cc2c1=O	-16%	-3%	2%
Cc1ccc2c(c1)N(CC(=O)Nc1ccc3c(c1)OCCO3)C(=O)CO2	-9%	2%	16%
CCS(=O)(=O)c1ccc(O)c(NC(=O)/C=C/c2ccccc2)c1	-1%	-2%	-1%
COc1ccc(C(CNC(=O)CN2C(=O)NC3(CC(C)CC(C)(C)C3)C2=O)N2CCOCC2)cc1 (stereo not drawn)	-4%	1%	3%
c1ccc(CNc2c(-c3cccc(SC4CCCCC4)c3)nc3ccccn23)cc1	-22%	/	-27%
CCOC(=O)Cn1cnc2scc(-c3ccc(C)cc3)c2c1=O	-10%	-5%	-15%
Cc1cc(OC(=O)c2ccccc2C(F)(F)F)c([N+](=O)[O-])c(=O)[nH]1	-1%	2%	5%
CCOc1ccc(NC(=O)N2CCc3ccccc3C2)cc1	-7%	-22%	-5%
O=C(NCCC1=CCCCC1)C1CCN(S(=O)(=O)c2cccc3nsnc23)CC1	-4%	6%	7%
COCCN(Cc1nc2ccccc2c(=O)[nH]1)C(=O)c1cccc(S(=O)(=O)N2CCCC2)c1	4%	/	-21%
O=C(c1cc2n(n1)C(C(F)(F)F)CC(c1ccc(Cl)cc1)N2)N1CCCC1 (stereo not drawn)	-1%	/	0%
Cc1ccc(-n2nc(C(=O)O)c(C)c(C#N)c2=O)cc1Cl	-7%	-20%	-5%
Cc1ccc(NC(=O)/C(Cl)=C\c2ccccc2)cc1	3%	-1%	-2%
COc1ccc(Nc2ncc(C(=O)N3CCN(c4ccc(F)cc4)CC3)c3ccccc23)cc1	-16%&-16%	-12%	4%&9%
CC(C)Oc1ccc(C(=O)NCc2cccs2)cc1	-3%	10%	-11%
CCCOP(=O)(OCCC)c1c([N+](=O)[O-])cc(C(F)(F)F)cc1[N+](=O)[O-]	-9%	18%	-1%

Quoted at random: three entries already listed.
SMILES	KAT2A inh	N370S GC	FEN1 inhibitor
COc1cc(-c2nnc(SCC(=O)NC3CCS(=O)(=O)C3)o2)cc(OC)c1OC (stereo not drawn)	2%	4%	9%
Cc1ccc(Oc2c(C(F)(F)F)oc3c(CN4CCCCC4C)c(O)ccc3c2=O)cc1 (stereo not drawn)	-15%	/	10%
O=C1OCCC/C1=C\c1ccc2c(c1)OCO2	-8%	-6%	-2%

A portion of the library; count on the stated rates, not on these rows.
